NPY-Y1 antag = blocks the human neuropeptide Y Y1 receptor; P25929; hit rate 1% among 200,000; inhibition, % at 3.6 µM; HEK293-CNG Y1 cells, membrane potential fluorescence; NPY at EC95, then isoproterenol; AID 1040;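 active means inhibition above the campaign mean inhibition of all tested compounds plus 3 SD, cut at about 20% in these data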;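 further: 0% = DMSO wells given NPY plus isoproterenol and 100% = isoproterenol alone without NPY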
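System: HEK293 cells with Y1 receptor plus CNG channel / Probe or stimulus: NPY 25 nM then isoproterenol 1 µM plus Ro 20-1724 25 µM / Compound: one concentration, 3.6 µM, in 0.4% DMSO / Schedule: compound incubation 1 h at room temperature, readout 45 min post-stimulation / Measured by: membrane potential fluorescence / Read-out: % inhibition of NPY effect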
NPY1 pot ag = human NPY-Y1 potentiation or agonism, primary screen; AID 1304; P25929; hit rate 0.37% among 220,000; activation, % at 3.6 µM; NPY-Y1 expressing cells, potentiator/agonist activation; in the data active means activation above about 33%, passing the limit was not always enough;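 further: cells stimulated with NPY at EC10 then isoproterenol at EC100; 0% = low agonist plus stimulus and 100% = saturating agonist plus stimulus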
NPY-Y2 PAM-ag = potentiators or agonists of human neuropeptide Y receptor Y2; cells expressing NPY-Y2, potentiator/agonist read-out; activation, % at 3.6 µM; hit rate 0.45% among 220,000; AID 1359; in the data active means activation above about 27%;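 further: cells stimulated with NPY near EC25 plus isoproterenol at EC100; 0% = vehicle plus submaximal agonist and 100% = vehicle plus saturating agonist; some results beyond the cut were filed as inactive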
S1P4 antagonist = antagonists of human S1P4 receptor | O95977 | S1P4-expressing cells, antagonist mode, reporter read-out | inhibition, % at 4.98 µM | hit rate 0.26% among 220,000 | AID 1510; in the data active means inhibition above about 29%;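 further: 0% = wells stimulated with agonist and 100% = vehicle wells without agonist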
Target sequence (O95977 whole entry, looked up): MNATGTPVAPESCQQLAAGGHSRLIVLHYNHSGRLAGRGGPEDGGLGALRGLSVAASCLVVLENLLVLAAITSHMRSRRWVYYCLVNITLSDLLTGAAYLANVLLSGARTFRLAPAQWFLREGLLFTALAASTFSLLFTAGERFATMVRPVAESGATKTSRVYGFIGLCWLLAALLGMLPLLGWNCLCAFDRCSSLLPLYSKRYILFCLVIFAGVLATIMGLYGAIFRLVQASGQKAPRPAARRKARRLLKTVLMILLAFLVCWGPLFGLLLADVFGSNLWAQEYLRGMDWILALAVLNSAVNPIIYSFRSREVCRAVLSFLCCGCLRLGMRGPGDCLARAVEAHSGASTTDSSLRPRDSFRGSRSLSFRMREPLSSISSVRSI
EP2 mod = modulates human prostaglandin E2 receptor EP2 signaling; induction, % at 25 µM; hit rate 0.83% among 260,000; EP2-expressing cells, cAMP HTRF FRET, PGE2 co-stimulation; P43116; AID 940;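 active means compounds whose cAMP rise, as percent of the full-agonist control response, exceeds 60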;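 further: rat C6 glioma line stably carrying human EP2 under a CMV promoter; the protocol text gives 20 µM as final concentration; 100% = response of wells given 1 µM PGE2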
Target sequence (P43116 whole entry, looked up): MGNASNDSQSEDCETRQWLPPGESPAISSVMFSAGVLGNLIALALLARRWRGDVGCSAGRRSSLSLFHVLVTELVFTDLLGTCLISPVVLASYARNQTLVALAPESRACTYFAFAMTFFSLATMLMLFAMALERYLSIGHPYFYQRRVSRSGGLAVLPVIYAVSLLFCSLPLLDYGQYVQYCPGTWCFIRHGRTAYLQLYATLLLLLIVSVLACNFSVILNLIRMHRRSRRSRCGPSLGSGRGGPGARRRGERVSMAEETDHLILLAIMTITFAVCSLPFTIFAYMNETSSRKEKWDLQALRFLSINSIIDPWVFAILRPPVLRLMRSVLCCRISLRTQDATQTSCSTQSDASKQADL
p97 ATPase inh = blocks human p97 ATPase activity; hit rate 0.42% among 220,000; inhibition, % at 8 µM; recombinant p97 ATPase, Kinase-Glo ATP luminescence, 3 h; P55072; in the data active means inhibition above about 15%;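 further: 0% = DMSO vehicle and 100% = wells lacking enzyme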
S1P4 ag = activates the human S1P4 receptor; O95977; activation, % at 4.98 µM; S1P4-expressing cell line, agonist reporter assay; hit rate 0.35% among 220,000; AID 1509; in the data active means activation above about 11%;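 further: 0% = DMSO vehicle and 100% = reference agonist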
EP2 antag = blocks the human prostaglandin E2 receptor EP2. P43116. C6 glioma cells expressing human EP2, cAMP TR-FRET; cells stimulated with saturating PGE2. inhibition, % at 25 µM. hit rate 0.52% among 260,000. AID 1422;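 active means percent inhibition above 40 after rounding to a whole number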;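 further: rat C6 glioma host cells with rolipram phosphodiesterase inhibitor present; the protocol text gives 20 µM as final concentration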
eIF4E-4G inh = eIF4E/eIF4G interaction inhibition in translation initiation. P63073+Q04637. TR-FRET eIF4E-eIF4GI(517-606) binding, 2 h. inhibition, % at 21.7 µM. hit rate 0.37% among 220,000. AID 782;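 active means inhibition above about 30%, limit read from the data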;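 further: 0% = full FRET control wells and 100% = background wells lacking eIF4GI fragment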
Starred values were filed as active, the others as inactive; . = no result given; & = joins results of further samples; [ ] = dose if it differs, or a comment. Some of the compounds tested, so the mix of outcomes need not match the whole.

Fields: p97 ATPase inh	NPY-Y1 antag	S1P4 ag	S1P4 antagonist	NPY1 pot ag	EP2 mod	EP2 antag	eIF4E-4G inh	NPY-Y2 PAM-ag
1: Cc1cc(Br)c2c(c1)C(O)(N1CCCCC1C)C(=O)N2 (stereo not given)
 : 9	2	-0.9	-11	-9	-6	5	-4	7
2: COc1ccc2[nH]c3c(=O)n(/N=C/c4ccc(OC)c(CN5CCCC5)c4)c(C)nc3c2c1
 : -12	.	0.3	0	-29	-48	16	5	5
3: CC1CN(c2nc3c(c(=O)n(Cc4ccc(Cl)c(Cl)c4)c(=O)n3C)n2C)CC(C)O1 (stereo not given)
 : -11	8	-0.1	-9	-53	-3	2	5	-8
4: Cc1ccc(C(=O)NC(C)(COc2nonc2C)COc2nonc2C)cc1
 : -8	1	-2.6	-14	2	9	6	5[fluorescence artefact?]	-7
5: Cc1ccc(Nc2nc(N)nc(CN3CCCCCC3)n2)c(C)c1
 : 0	-2	-0.3	0	-5	-19	13	2	-3
6: COc1ccc(N2C(=O)CC(NCc3ccncc3)C2=O)cc1 (stereo not given)
 : -1	-3	-3.1	0	4	7	0	-8	-2
7: O=C(CNC(=O)c1ccc(S(=O)(=O)N2CCCC2)cc1)N/N=C/c1ccccc1Cl
 : -3	1	0.1	-33	-2	-13	4	-26	3
8: CCCCNC(=O)COC(=O)c1cc(Br)ccc1Cl
 : 2	1	1.3	-29	-12	8	8	2	-14
9: CCOc1ccccc1OCCOc1cccc(C(F)(F)F)c1
 : 0	10	0.4	17	4	34	6	-5	-6
10: CCN(C(=O)Cn1c(=O)oc2ccccc21)C1CCS(=O)(=O)C1 (stereo not given)
 : -8	-7	-1.0	-12	17	-12	6	0	-4

Next section
Fields: p97 ATPase inh	NPY-Y1 antag	S1P4 ag	S1P4 antagonist	NPY1 pot ag	EP2 mod	EP2 antag	eIF4E-4G inh	NPY-Y2 PAM-ag
11: O=C(O)C1C2C=CC(O2)C1C(=O)Nc1ccccc1C(F)(F)F (stereo not given)
 : 3	-3	-4.2	28	15	19	1	6	-8
12: O=C(Cc1cccc2ccccc12)N/N=C/c1ccc2cccc(O)c2n1
 : 2	.	0.2	-10	-11	-19	5	-5	-8
13: CCOCCCNC(=O)c1cc(=O)n(Cc2cccc(C)c2)c2ccccc12
 : 3	2	-1.5	-8	3	-2	5	0	2
14: CC1CC2(CCCCC2)Nc2c1ccc1ccccc21 (stereo not given)
 : 6	0	2.4	3	4	63*	16	6	11
15: O=C(O)c1ccc(/C=N/N2CCN(Cc3ccccc3)CC2)cc1
 : 2	3	-0.2	-4	28	19	8	-3	14
16: CC(C(=O)Nc1ccc(C#N)cc1)N(C)CC(=O)Nc1cccc(F)c1 (stereo not given)
 : -1	6	0.1	-16	-12	-36	3	-3	6
17: N/C(=N\OC(=O)CCCOc1ccccc1)c1ccncc1
 : 2	5	-1.0	-9	-11	11	7	0	-6
18: CCCCC(O)(CCCC)C(=O)N/N=C(\C)c1ccc(Cl)cc1
 : 5	.	-2.5	6	6	20	11	0	-22
19: CC1(C)CC(=O)C=C(NCc2cccs2)C1
 : -5	4	2.2	6	-2	17	13	13	-3
20: CN1CCc2c1nc1ccccc1c2N=C1CCCN1Cc1ccccc1
 : -5	22*	0.5	-22	-46	32	10	2	-16

Next section:
Fields: p97 ATPase inh	NPY-Y1 antag	S1P4 ag	S1P4 antagonist	NPY1 pot ag	EP2 mod	EP2 antag	eIF4E-4G inh	NPY-Y2 PAM-ag
21: Clc1cccc(-c2ccc(/C=N/n3cnnc3)o2)c1Cl
 : -3	3	0.9	-35	-22	-21	10	5	-19
22: CCOc1ccc(-c2csc(NC(=O)c3cccc(N4C(=O)CCC4=O)c3)n2)cc1
 : -7	.	-1.4	5	-5	-22	17	-3	3
23: CCOC(=O)c1c(NC(=O)c2ccc(N3C(=O)[C@@H]4[C@H](C3=O)[C@H]3C=C[C@@H]4C3)cc2)sc2c1CCCC2
 : 4	0	2.2	-21	3	39	5	3[fluorescence artefact?]	1
24: O=C1/C(=C/c2cccc(Cl)c2)CSc2sccc21
 : -5	.	-0.1	-9	-12	15	12	-5	-2
25: Nc1nc(-c2cc(Cl)cc(Cl)c2OC(F)F)cs1
 : -1	3	-3.1	7	5	34	8	2	-2
26: CCOC(=O)c1ccc(N=c2sc(C(=O)OC)cc(=O)n2C2CC2)cc1
 : 7	-2	0.2	3	8	13	9	-3	5
27: Cc1ccc(C(=O)Nc2ccc3c(c2)OCO3)cc1NC(=O)c1ccco1
 : 7	0	0.3	-17	6	4	2	-5	-1
28: Cc1ccc(/C=N/NC(=O)CSc2nnc(-c3ccc(Cl)cc3)n2-c2ccc(Cl)cc2)o1
 : -4	15	-1.1	-16	-17	1	4	8	-18
29: CCC(C(=O)NC1CCCCC1)N(Cc1cccs1)C(=O)c1snc(C(N)=O)c1N (stereo not given)
 : 0	10	-1.9	7	1	5&-18	10&10	-3	-7
30: CC(C)=CCN1CCN(Cc2cnc(N3CCCC3)s2)CC1CCO (stereo not given)
 : -2	4	-0.7	-2	7	-1	13	-1	-7

Following part
Fields: p97 ATPase inh	NPY-Y1 antag	S1P4 ag	S1P4 antagonist	NPY1 pot ag	EP2 mod	EP2 antag	eIF4E-4G inh	NPY-Y2 PAM-ag
31: CCc1nnc(NC(=O)c2ccc3c(=O)n4c(nc3c2)CCCCC4)s1
 : 2	.	-0.1	2	-20	-16	2	-4	-16
32: CC1CC(=O)NN1C(=O)c1ccccc1 (stereo not given)
 : 5	.	1.5	-4	5	-9	2	1	-3
33: O=C(CSc1nnnn1-c1cccc2ccccc12)N1CCOCC1
 : 2	2	-3.4	-8	3	-20	9	6	8
34: CC(C)NC(=O)COC(=O)c1ccccc1C(=O)c1ccccc1
 : 3	0	-2.0	-3	12	14	9	0	-10
35: CC1CCCCN1Cc1c(C#N)c2ccccc2n1C (stereo not given)
 : -2	5	1.2	-9	-35	49&26	4&13	1	-4
36: O=S(=O)(/C=C/c1ccccc1)N1CCN(c2cccc(Cl)c2)CC1
 : 2	7	-0.5	6	-14	-40	1	-3	0
37: CCc1nnc(NC(=O)CCC(=O)NCc2ccc(OC)cc2)s1
 : 2	.	0.1	6	-13	-4	5	3	-15
38: Cc1ccc(CNC(=O)c2sccc2-n2cccc2)cc1
 : -2	1	-0.2	10	3	22	4	-6	13
39: CCCC1C(=O)N(c2ccccc2)C1c1ccccc1 (stereo not given)
 : 0	1	-0.1	-8	5	64*	-3	3	-4
40: CC(=O)N/C(=C\c1ccccc1)C(=O)N1CCOCC1
 : 1	-7	-0.8	3	4	11	12	-3	-8

Three of the compounds above, bar-delimited.
cpd | compound | p97 ATPase inh | NPY-Y1 antag | S1P4 ag | S1P4 antagonist | NPY1 pot ag | EP2 mod | EP2 antag | eIF4E-4G inh | NPY-Y2 PAM-ag
6 | COc1ccc(N2C(=O)CC(NCc3ccncc3)C2=O)cc1 (stereo not given) | -1 | -3 | -3.1 | 0 | 4 | 7 | 0 | -8 | -2
7 | O=C(CNC(=O)c1ccc(S(=O)(=O)N2CCCC2)cc1)N/N=C/c1ccccc1Cl | -3 | 1 | 0.1 | -33 | -2 | -13 | 4 | -26 | 3
8 | CCCCNC(=O)COC(=O)c1cc(Br)ccc1Cl | 2 | 1 | 1.3 | -29 | -12 | 8 | 8 | 2 | -14

(list continues)
Fields: p97 ATPase inh	NPY-Y1 antag	S1P4 ag	S1P4 antagonist	NPY1 pot ag	EP2 mod	EP2 antag	eIF4E-4G inh	NPY-Y2 PAM-ag
41: O=C(c1[nH]ncc1-c1ccc(Cl)cc1)C1CO1 (stereo not given)
 : 18*	.	2.4	-3	8	-10	14	-2	4
42: Cc1cc(N2C(=O)C(O)=C(C(=O)c3ccco3)C2c2cccnc2)no1 (stereo not given)
 : -3	-3	0.1	11	-15	11	.	4	-6
43: Fc1ccc(-c2n[nH]c(=S)n2-c2ccc3c(c2)OCCO3)cc1
 : 4	-1	0.3	0	-10	20	14	4	-2
44: CCc1ccc(NS(=O)(=O)c2ccc3[nH]cc(C(=O)N(C)Cc4ccco4)c(=O)c3c2)cc1
 : -1	0	1.1	-21	11	44	6	0	3
45: CCOc1ccc(CCNC(=O)C2CCCN(c3nn4c(=O)cc(C)nc4s3)C2)cc1 (stereo not given)
 : 1	-1	-0.4	-5	12	33	8	0	11
46: O=C(NC(=S)Nc1cccc(Cl)c1N1CCOCC1)c1cccs1
 : 3	2	-0.2	3	-8	-2	3	1	-10
47: COCCNC(=O)Cn1c(=O)n(Cc2ccco2)c(=O)c2ccccc21
 : -2	0	1.5	-1	6	6	10	2	3
48: COc1ccc(-c2nnc(SCC(=O)c3ccc[nH]3)o2)cc1
 : -3	-2	-0.2	5	14	-31	6	-6	-6
49: COc1cccc(/C=N/NC(=O)c2ccc(=O)n(C)c2)c1OC
 : 3	-1	-1.4	-11	-5	9	6	7	1
50: CC(=O)c1cccc(NC(=O)C(C)OC(=O)CNC(=O)c2ccc(C)s2)c1 (stereo not given)
 : 2	0	0.9	-4	1	6	6	1	-3

New compounds follow
Fields: p97 ATPase inh	NPY-Y1 antag	S1P4 ag	S1P4 antagonist	NPY1 pot ag	EP2 mod	EP2 antag	eIF4E-4G inh	NPY-Y2 PAM-ag
51: COC(=O)c1cc(OC)c(OC)cc1NC(=O)c1oc2ccccc2c1C
 : 2	9	0.7	12	-12	.	.	.	-4
52: Cc1c(Cc2ccccc2)c(=O)oc2cc(O)cc(O)c12
 : 6	0	2.9	-19	2	16	6	0	7
53: C/C(=N\Nc1ccccc1)c1c(O)cc(C)oc1=O
 : 2	2	0.4	-10	1	11	5	-3	-2
54: CS(=O)(=O)N(CC(=O)N/N=C/c1cc([N+](=O)[O-])ccc1Cl)c1ccccc1
 : 2	-4	0.8	4	11	-7	11	-2[fluorescence artefact?]	-1
55: O=C(Sc1nnc(-c2ccccc2)o1)N1c2ccccc2Sc2ccccc21
 : 4	3	-0.3	0	-12	21	.	-3	0
56: O=S(=O)(NCc1ccc2c(c1)OCO2)c1ccc2oc3ccccc3c2c1
 : -2	21*	3.0	-10	-67	.	3	.	-35
57: CCOC(=O)c1cnc2c(C(=O)OC)cccc2c1NCc1ccco1
 : -5	-1	2.4	-12	-7	-29	11	0	-18
58: N/C(=N\NC(=O)c1cccc(F)c1)c1cc2ccccc2oc1=O
 : 16*	.	-1.5	7	14	11	9	4	3
59: CN1CCC(N(C)CC(=O)Nc2ccc3c(c2)OC(F)(F)O3)CC1
 : 7	.	1.4	-18	3	-1	9	-6	-1
60: C#CCOCCOCCOCCNc1nc(N2CCOCC2)nc(N2CCN(C(=O)[C@H]([C@@H](C)CC)n3cc([C@@H](N)CC(C)C)nn3)CC2)n1
 : 4	3	-0.6	0	-5	17	13	0	-10
61: O=C(OC1C2CCC1C1CN(CCc3ccccc3)CC12)c1ccccc1 (stereo not given)
 : 5	44*	1.6	8	-26	16	14	2	-14

Bioassay records: PubChem BioAssay, several laboratories
